SIAE primary – inhibitors of human sialic acid acetylesterase SIAE; Q9HAT2; SIAE FP-Rh probe binding, fluorescence polarization; inhibition, % at 9.66 µM; 0.69% of 370,000 active;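 active = inhibition above a cutoff: mean of compounds within the control limits plus 3 SD of those, cut at about 17% in these data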;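 note: 0% = plate median of compound wells and 100% = probe without SIAE protein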
PLC-beta3 inh – blocks human PLC-beta3 enzyme activity | Q01970 | Purified PLC-beta3, fluorogenic substrate, fluorescence | inhibition, % at 12.2 µM | 0.18% of 370,000 active | AID 720704; in the data active = inhibition above about 11%;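 note: 0% = median of compound wells on plate and 100% = full blocker control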
ASAP1 GAP inh – ASAP1 ArfGAP inhibition. ASAP1-stimulated ARF1 GTP hydrolysis, GDP FP detection. 0.19% of 360,000 active. Q9ULH1. inhibition, % at 16.5 µM; in the data active = inhibition above about 25%;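 note: 0% = vehicle with enzyme and substrate and 100% = no enzyme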
ADAM10 inh – inhibits human ADAM10 | recombinant ADAM10, EDANS/DABCYL FRET peptide cleavage, 3 h | inhibition, % at 7 µM | 0.62% of 370,000 active | AID 720582;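 active = inhibition above a per-campaign cutoff equal to the mean of compounds falling between control-based bounds plus 3 SD, cut at about 20% in these data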;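 note: 0% = DMSO wells while the 100% control is not disclosed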
Target sequence (O14672 214-748 limits assumed): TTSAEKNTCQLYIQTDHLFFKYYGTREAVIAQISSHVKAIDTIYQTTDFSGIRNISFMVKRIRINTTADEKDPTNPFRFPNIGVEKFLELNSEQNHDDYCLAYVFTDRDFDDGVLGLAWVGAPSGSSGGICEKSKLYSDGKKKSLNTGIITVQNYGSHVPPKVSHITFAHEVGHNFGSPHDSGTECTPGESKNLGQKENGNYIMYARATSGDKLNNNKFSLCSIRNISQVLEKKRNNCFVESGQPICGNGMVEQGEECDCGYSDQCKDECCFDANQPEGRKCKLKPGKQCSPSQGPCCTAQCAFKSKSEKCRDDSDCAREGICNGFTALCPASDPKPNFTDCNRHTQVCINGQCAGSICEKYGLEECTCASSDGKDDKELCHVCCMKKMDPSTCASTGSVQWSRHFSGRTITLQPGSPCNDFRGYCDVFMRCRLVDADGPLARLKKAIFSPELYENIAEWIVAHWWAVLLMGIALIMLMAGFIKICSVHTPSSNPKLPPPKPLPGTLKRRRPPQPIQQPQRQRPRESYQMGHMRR
ARFGAP1 inhibitor – inhibits rat ARF GTPase activating protein 1; Q62848; Arfgap1-stimulated ARF1 GTP hydrolysis, GDP FP detection; inhibition, % at 16.5 µM; 0.26% of 360,000 active; AID 651572;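 active = inhibition above a per-plate limit, mean inhibition of low control wells plus 3 SD, cut at about 25% in these data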;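 note: 0% = DMSO wells with enzyme and 100% = wells lacking Arfgap1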
Target sequence (Q62848 1-136 limits assumed): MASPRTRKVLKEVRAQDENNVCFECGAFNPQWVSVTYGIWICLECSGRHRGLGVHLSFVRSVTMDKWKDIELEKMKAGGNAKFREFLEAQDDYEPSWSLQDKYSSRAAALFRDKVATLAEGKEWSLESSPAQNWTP
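System: truncated rat Arfgap1 GAP domain / Medium: HEPES-based buffer, pH 7.5 / Also added: N-terminally truncated human ARF1-GTP substrate / Incubation: enzyme reaction 120 min at 25 °C after 20 min preincubation / Measured by: FP of antibody-bound GDP Alexa 633 tracer, ex 620/em 688 nm / Replicates: singlicate, each compound tested once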
ADAM17 inh – inhibits human ADAM17 | inhibition, % at 6.95 µM | 0.83% of 370,000 active | P78536 | recombinant ADAM17, EDANS/DABCYL FRET peptide cleavage | AID 720648;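 active = inhibition above the mean of compounds lying between control limits plus 3 SD, set per campaign, cut at about 8.5% in these data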;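 note: 0% = DMSO-only wells as the low control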
DDE Tn6 FP inh – inhibitors of Tn6 peptide binding to human fibrin DD(E) | Fibrin DD(E) TRITC-Tn6 fluorescence polarization displacement | inhibition, % at 8.3 µM | 0.21% of 370,000 active | P02675 | AID 720509;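 active = inhibition above a per-campaign cutoff: mean of compounds within control limits plus 3 SD, cut at about 15% in these data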;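 note: 0% = median of all compound wells on the plate and 100% = blocking peptide control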
DDE Tn7 FP inh – inhibitors of Tn7 peptide binding to human fibrin DD(E). FP displacement of FITC-Tn7 peptide from fibrin DD(E); 0% = median of compound wells per plate. inhibition, % at 8.3 µM. 0.13% of 370,000 active;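 active = inhibition above the mean of compounds falling within the control limits plus 3 SD of them, cut at about 14% in these data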;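 note: 0% = plate median of compound wells and 100% = 10 µM Aha-Tn7 peptide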
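system = human fibrin DD(E) protein | quantity = DD(E) 2 µM final | medium = Tris/NaCl/CaCl2 buffer, pH 7.8 | also added = labelled Tn7 tracer, 0.1 µM | compound dosing = single point at 8.3 µM | timing = compound with protein 10 min, then 3 h after probe, room temperature | signal = FP measurement | benchmarks = Aha-Tn7 high control | repeats = one replicate per compound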
TDP2 inh – blocks human TDP2 phosphodiesterase activity; O95551; recombinant TDP2, T5PNP hydrolysis, p-nitrophenol absorbance 415 nm; AID 720702; inhibition, % at 12.8 µM; 0.34% of 370,000 active;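 active = inhibition above the mean of all tested compounds plus 3 SD, set per campaign, cut at about 25% in these data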;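 note: 0% = DMSO with enzyme and 100% = buffer with substrate but no TDP2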
Target sequence (O95551 whole entry, looked up): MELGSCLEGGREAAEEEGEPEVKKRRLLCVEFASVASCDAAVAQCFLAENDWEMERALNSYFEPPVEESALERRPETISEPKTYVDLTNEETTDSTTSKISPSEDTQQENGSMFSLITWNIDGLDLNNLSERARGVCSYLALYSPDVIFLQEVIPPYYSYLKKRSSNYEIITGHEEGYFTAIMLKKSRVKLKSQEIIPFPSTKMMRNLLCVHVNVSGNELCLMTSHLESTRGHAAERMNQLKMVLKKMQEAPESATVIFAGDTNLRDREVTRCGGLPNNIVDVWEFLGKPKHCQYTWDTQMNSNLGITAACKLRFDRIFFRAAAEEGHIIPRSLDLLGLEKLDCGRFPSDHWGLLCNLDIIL
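Test system: Human TDP2 enzyme | Reagent: 5 mM T5PNP | Compound dosing: 12.8 µM single point, 1% DMSO | Incubation: Enzyme reaction with compound for 2 h at 37 °C | Technique: p-Nitrophenol epi absorbance | Read-out: % inhibition relative to enzyme-containing and enzyme-free wells | Benchmarks: High control without enzyme, low control DMSO plus TDP2 | Replicates: Singlicate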
PLCg1 inh – inhibitors of human phospholipase C gamma1 | AID 720700 | inhibition, % at 12.2 µM | P19174 | 0.84% of 370,000 active | purified PLC-gamma1, fluorogenic substrate, fluorescence; in the data active = inhibition above about 9.5%
* = called active by the depositor; i = inactive; & = joins results of further samples. Rows were taken by chance. Share with any hit: about 3.6%.

SMILES	SIAE primary	PLC-beta3 inh	ASAP1 GAP inh	ADAM10 inh	ARFGAP1 inhibitor	ADAM17 inh	DDE Tn6 FP inh	DDE Tn7 FP inh	TDP2 inh	PLCg1 inh
CCCN(CC(=O)Nc1ccc(F)c(F)c1F)CC(=O)Nc1c(Cl)cccc1Cl	-6	4	-7	7	0	3	0	-4	2	3
O=C(COC(=O)C1CCCO1)Nc1cccc(C(F)(F)F)c1 (configuration not stated)	-1	3	-6	5	-9	-3	2	-6	-3	2
O=C(/C=C/c1cccs1)Nc1cccnc1	-1	6	8	-6	8	4	1	-4	-5	7
COc1ccc2cc(-c3cccnc3)ncc2c1	-1	-11	18	-57	-9	-20	1	-1	6	-6
COc1ccc(OC)c2sc(NC(=O)c3ccc(Cl)s3)nc12	-4	-3	3	-5	14	-5	-3	-5	14	-2
COc1ccccc1Cc1c(-c2ccc(F)cc2)nc2c(C)cc(Br)cn12	-8	-10	6	-3	1	0	12	-4	-5	-10
C=CCn1nc2n(c1=O)-c1ccccc1SC2	2	-5	-12	-5	-2	-5	-6	0	-1	0
CCNC(=O)c1sc2cc(C)ccc2c1Cl	1	0	-1	-11	-2	-2	7	9	2	0
Cc1cccc(-n2nnnc2SCC(=O)N(CC(C)C)c2c(N)n(CC(C)C)c(=O)[nH]c2=O)c1	3&1	-2&-5	-7	9&-10	1	2&-2	3&2	-3&6	-4&-2	4&1
COc1ccccc1-n1cnc2cc(C(=O)NCc3ccco3)ccc21	6	-4	1	4	-2	-5	2	6	7	-2
Nc1c(C(=O)Nc2ccccc2)sc2ncc([N+](=O)[O-])cc12	2	0	-6	-3	2	1	8	-9	-12	3
CCCCCCN(C(=O)CCCCCN1C(=O)NC(c2ccc(-c3ccccc3)cc2)C(C(=O)OCc2ccccc2)=C1C)C(C(=O)NCCCC)c1ccccn1 (configuration not stated)	-6	-3	-12	0	-4	-4	5	-4	-10	2
O=C(O)c1ccc(Nc2nc(-c3cccnc3)cs2)cc1O	-1	-14	-2	-3	3	-5	5	1	14	-3
[O-][n+]1onc2c1CCc1[nH]c(-c3ccccc3)nc1-2	-4	0	0	10	6	5	-1	-8	-8	7
COc1ccc(NC(=O)C[C@H]2C(=O)N(C3CCCCC3)C[C@@H]2CSC)cc1	9	4	-11	4	-7	0	-5	-2	-7	1
Cc1ccc(Nc2ccc(C(=O)O)cc2[N+](=O)[O-])cc1	-2	-8	12	5	-3	-7	-7	2	-9	0
COc1ccc(C(=O)C2CCN(C(=O)c3ccc(C)cc3)CC2)cc1	-4	0	7	-12	0	0	3	1	-6	1
CC(C)OCCCn1c(=S)[nH]c2ccc(N3CCOCC3)cc2c1=O	6	i	7	-351	10	-75	-7	5	1	i
O=C(CN1CCN(c2nc(-c3ccccc3)cs2)CC1)NNC(=O)c1ccc(Br)cc1	6	-2	-3	-4	2	-2	6	0	-5	-2
O=C(NCc1ccncc1)C(=O)NCC1OCCCN1S(=O)(=O)c1cc(F)ccc1F (configuration not stated)	-4	-7	6	-1	4	-1	7	-2	2	2
O=C(CN1CCN(C(=O)C2CCCO2)CC1)Nc1ccc(F)cc1 (configuration not stated)	5	-9	0	-5	6	-5	-1	1	1	-1
CCc1nc(SCC(=O)N2CCN(C(=O)c3ccco3)CC2)c2c3c(sc2n1)CCCC3	2	3	11	-6	-5	-1	-2	5	3	1
C#CCCOC(=O)N1C2=NC(C(=O)OC)=C(C(=O)OC)[C@@H]3N(C)c4ccccc4[C@]23C[C@H]1CO	2	1	-8	8	2	1	1	-2	3	1
O=C(Nc1cccc(Cl)c1)N(Cc1nc2ccccc2c(=O)[nH]1)Cc1cccs1	-2	2	7	-5	-2	-1	0	3	1	2
CCOC(=O)C1CCN(C(=O)COc2ccc(Br)cc2Br)CC1	-2	-6	1	-4	1	0	2	-2	-1	0
O=C(c1ccc(S(=O)(=O)NCc2ccco2)cc1)N1CCN(c2ccccc2)CC1	9	3	-4	1	-4	0	5	4	10	0
CCCCN(C(=O)CSCC(=O)Nc1ccc(C)cc1)c1c(N)n(Cc2ccccc2)c(=O)[nH]c1=O	-10	2	-11	0	-11	-2	6	3	8	1
CCOC(=O)C1C(=O)NC(c2ccccc2)=NC1c1cccc(Br)c1 (configuration not stated)	-3	5	-15	-2	-5	-1	-3	-2	1	0
O=C(CN1CCN(S(=O)(=O)c2ccccc2)CC1)Nc1ccccc1Cl	3	-5	8	7	3	4	0	-4	14	3
Clc1nccnc1N/N=C/c1ccc(Br)cc1	0	-17	4	-17	5	-3	-5	3	-1	-8
N#Cc1c(N)c(C(=O)c2ccccc2)n2c1CCC2	2	-1	-9	-6	-10	1	13	0	-3	-1
Cc1ccc(/C=N/NC(=O)Cn2nc(C)c(Br)c2C)o1	2	8	4	18	5	3	4	3	-21	9
COC(=O)CSc1nnc(NC(=O)c2ccc3c(c2)OCO3)s1	19*	-5	0	-6	-1	0	6	-2	-6	-3
CCOc1ccc(CCNC(=O)CSc2cc(=O)n(CC)c3ccccc23)cc1OCC	1	0	7	0	8	-2	-7	-1	5	-2
Cc1cc(NC(=O)CCC(=O)N(c2ccc(F)cc2)C(C(=O)NC2CCCC2)c2ccncc2)no1 (configuration not stated)	-2	3	12	4	-1	-2	-3	-5	-5	0
Cn1c(COc2ccc(Cl)cc2)nnc1SCC(=O)NC1CCCCC1	1	3	1	3	-1	3	3	-9	-18	2
CC1=C(C(=O)OC(C)C)C(c2cccs2)N2C(=O)C(C)SC2=N1 (configuration not stated)	-15	1	-2	-1	2	0	-1	0	5	2
CCOC(=O)c1nnsc1-c1ccc(-c2snnc2C(=O)OCC)cc1	-2	-4	2	1	20	-2	0	1	-1	1
Cc1ccc(C(=O)N[C@H](C(=O)OCC(=O)c2ccc[nH]2)C(C)C)cc1	-2	-2	-3	1	-1	3	3	3	-1	-3
Cc1noc(C)c1NC(=O)N(C)C[C@H]1Oc2c(NC(=O)Cc3ccccc3)cccc2C(=O)N([C@H](C)CO)C[C@@H]1C	8	2	-1	-4	12	-3	-6	-3	4	0
COC(=O)CSc1nc2nc(C)c(Br)cc2[nH]1	2	1	12	-3	1	2	-2	-3	-4	0
O=S(=O)(Nc1cccc(S(=O)(=O)N2CCCCC2)c1)c1ccccc1F	1	-1	1	-6	-3	-4	5	0	-5	-1
COc1ccc2c3n([n+]([O-])c2c1)CCN=C3c1ccc(C)cc1	-1	-15	-9	-7	1	-5	1	0	6	-11
O=C(Nc1ccc2c(c1)oc1ccc(S(=O)(=O)N3CCCC3)cc12)C1CC1	-11	0	7	-30	1	1	5	1	14	4
COc1ccc(NC(=O)C2CC(c3ccccc3O)=NO2)cc1OC (configuration not stated)	3	-6	-10	4	-2	1	1	-4	10	0
COc1ccc(N(C(=O)c2snc(C(N)=O)c2N)C(C(=O)NC2CCCCC2)c2ccc(C)o2)cc1 (configuration not stated)	3	-16	3	-10	19	-18	4	-2	-5	-9
CC1(C)CC(=O)C(Sc2ccccc2[N+](=O)[O-])=C(O)C1	0	2	-8	-5	-4	-2	3	-4	4	0
FC(F)(F)c1cc(-c2ccccc2)nc2nc(N3CCOCC3)sc12	5	0	3	-44	0	-14	-7	-5	-2	2
O=C(NCc1ccccc1)c1cc(C2CCCCN2C(=O)c2ccc3c(c2)CCO3)on1 (configuration not stated)	0	-2	-15	-14	6	3	6	-1	-8	12*
CCC(c1nnc(SCC(=O)NCCc2ccc(Cl)cc2Cl)o1)N(C)C (configuration not stated)	0	-2	5	-5	3	-6	0	-6	7	-1

Profiles as entered above. Order of values: SIAE primary	PLC-beta3 inh	ASAP1 GAP inh	ADAM10 inh	ARFGAP1 inhibitor	ADAM17 inh	DDE Tn6 FP inh	DDE Tn7 FP inh	TDP2 inh	PLCg1 inh
Cn1c(COc2ccc(Cl)cc2)nnc1SCC(=O)NC1CCCCC1 across the screens: 1	3	1	3	-1	3	3	-9	-18	2
COC(=O)CSc1nnc(NC(=O)c2ccc3c(c2)OCO3)s1 across the screens: 19*	-5	0	-6	-1	0	6	-2	-6	-3

More entries:
SMILES	SIAE primary	PLC-beta3 inh	ASAP1 GAP inh	ADAM10 inh	ARFGAP1 inhibitor	ADAM17 inh	DDE Tn6 FP inh	DDE Tn7 FP inh	TDP2 inh	PLCg1 inh
CC(=O)c1ccc(OCC(=O)OCc2cc(-c3ccco3)on2)cc1	7	-8	-2	-8	5	4	3	0	6	3
CCCOc1ccc(N2C(=O)CC(SC(=NCC)NCC)C2=O)cc1 (configuration not stated)	-2	7	12	0	18	-1	2	-1	-5	2
CSc1ccc(COC(=O)CCS(=O)(=O)c2ccc(C)cc2)cc1	16	-5	3	-3	6	-4	-2	1	0	2
Cc1cccc(NC(=O)/C(C#N)=C/c2ccc(Sc3ccccc3)o2)c1C	8	2	0	6	-8	1	-9	-6	10	2
O=C1C=C(Nc2ccc(Cl)cc2)CC(c2ccccc2)C1 (configuration not stated)	10	-31	7	-35	6	-17	-2	-2	-2	-34
Cc1cc(=O)[nH]c(SCC(=O)Nc2cccc(C(F)(F)F)c2)n1	1	2	-3	5	6	0	4	-5	-11	3
CCCn1nc(C(=O)Nc2ccc3c(c2)OCCO3)c2ccccc2c1=O	-3	-10	1	-9	3	-6	-6	6	2	3
CC1CN(C(=O)COC(=O)c2ccc(S(=O)(=O)N(C)C)cc2)CC(C)O1 (configuration not stated)	-5	-3	0	-1	-1	2	8	3	-9	0
CCOC(=O)CON1C(=O)C(C)(C)N(OCC(=O)OCC)C(=O)C1(C)C	4	1	-11	-5	-4	-1	0	-1	-6	1
Nc1ccccc1C(=O)N=Nc1[nH]c(N)c2ccccc12	-3	-82	-1	-271	2	-69	5	4	0	-83
CC(=O)N1CCN(C(=O)CSc2nc3c(cnn3-c3ccccc3)c(=O)[nH]2)CC1	3	3	5	0	3	0	3	-10	2	3
Cc1noc(C)c1COC(=O)Cc1ccc(Cl)cc1	-3	-2	3	-7	-1	-4	-3	3	-1	-2
CCOC(=O)C1CCN(C(=S)Nc2cccc(C)c2C)CC1	9	0	4	-14	7	3	-2	-9	0	4
O=C(Nc1ccc(Cl)c(S(=O)(=O)N2CCOCC2)c1)c1ccc2c(c1)OCO2	-10	4	5	3	-6	-1	-5	2	9	3

Screening results as filed in PubChem.
